High-throughput results (PubChem)
Vif-APOBEC3F blk: blocks the Vif interaction with APOBEC3F; HeLa A3F-eYFP + Vif (tagged APOBEC3F with the HIV-1 protein that degrades it), YFP fluorescence increase; Potency, µM (top dose mostly 46.1 µM), for the others: top-dose activity, negative = active; actives 0.2% (n = 390,000); AID 602313; note: potency is the fitted concentration of half-maximal effect; % of control where 0% means no effect; nearly all actives have a fitted effect of over 65% in size
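HeLa cells stably expressing A3F-eYFP plus Vif, plated and incubated overnight at 37 deg C, then exposed to compounds overnight at 37 deg C. Blocked degradation read as raised yellow fluorescence (Ex 488/Em 500-530).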
D1 antag: human D1 dopamine receptor antagonism. HEK293 TREx D1 cells, calcium flux, dopamine EC80; hits give low values. AID 504652. actives 3.2% (n = 360,000). activity change, negative = inhibition, % at 10 µM; in the data active = activity change below about -30%; note: % is set by controls: 0 for no effect and ±100 for the full control effect
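Tetracycline-induced HEK293 T-REx cells with force-coupled D1 receptor were loaded with a no-wash calcium dye. Compound was added after a 10 s baseline and read kinetically for 180 s; EC80 dopamine was then added and calcium flux followed another 180 s.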
Vif-APOBEC3G blk: blocks the Vif interaction with human APOBEC3G; Potency, µM (doses to about 46.1 µM), for the others: at the top dose activity, negative = active, most hits filed as inhibitors; AID 602310; Q9HC16; HeLa A3G-eYFP + Vif (tagged APOBEC3G with the HIV-1 protein that degrades it), YFP fluorescence, overnight; actives 0.076% (n = 410,000);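 note: potency is the fitted concentration of half-maximal effect; % is set by controls: 0 for no effect and ±100 for the full control effect; nearly all actives have a fitted effect of over 60% in size; hits raise eYFP signal because A3G escapes Vif-driven loss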
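HeLa cells stably expressing Vif and C-terminally eYFP-tagged A3G, seeded overnight at 37 deg C, then exposed to compound by pintool overnight at 37 deg C. Rise in yellow fluorescence (Ex 488/Em 500-530, Acumen) marks blocked Vif-driven A3G degradation.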
RXFP1 agonist: agonists of human relaxin receptor RXFP1; Q9HBX9; HEK293T-RXFP1 cAMP TR-FRET, 30 min; response scale: percent of porcine relaxin response, buffer zero; AID 2676; actives 0.3% (n = 370,000); Potency, µM (highest dose often 57.5 µM), for the others: at the highest dose activation, most hits filed as activators; note: potency is the fitted concentration of half-maximal effect; % is set by controls: 0 for no effect and ±100 for the full control effect; nearly all actives have a fitted effect of over 60% in size; many of its hits are not listed in these tables
Target sequence (Q9HBX9 whole entry, looked up): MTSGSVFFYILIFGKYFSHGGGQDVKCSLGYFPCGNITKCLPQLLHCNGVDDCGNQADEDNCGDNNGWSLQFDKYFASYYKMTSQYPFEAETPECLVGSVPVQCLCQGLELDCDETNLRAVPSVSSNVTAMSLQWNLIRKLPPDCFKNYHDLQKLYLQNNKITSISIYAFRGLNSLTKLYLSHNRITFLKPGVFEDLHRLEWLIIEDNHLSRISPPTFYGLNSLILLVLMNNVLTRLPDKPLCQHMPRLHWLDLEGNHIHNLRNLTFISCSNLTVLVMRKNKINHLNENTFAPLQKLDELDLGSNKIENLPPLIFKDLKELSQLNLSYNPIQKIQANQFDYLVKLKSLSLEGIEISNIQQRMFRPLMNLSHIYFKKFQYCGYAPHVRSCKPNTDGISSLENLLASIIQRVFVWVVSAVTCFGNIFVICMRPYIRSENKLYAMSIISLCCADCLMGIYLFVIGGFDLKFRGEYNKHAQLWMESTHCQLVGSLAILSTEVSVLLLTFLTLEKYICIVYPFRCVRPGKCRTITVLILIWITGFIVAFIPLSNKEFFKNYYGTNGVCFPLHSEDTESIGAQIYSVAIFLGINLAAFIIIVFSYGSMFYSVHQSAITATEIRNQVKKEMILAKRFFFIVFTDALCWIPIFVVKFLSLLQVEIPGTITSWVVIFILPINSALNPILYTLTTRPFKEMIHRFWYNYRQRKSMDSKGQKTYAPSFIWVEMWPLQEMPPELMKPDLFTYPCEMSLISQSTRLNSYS
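Agonist response is measured as cAMP accumulation in an RXFP1-transfected HEK293T line under PDE4 inhibition. Values are scaled between buffer-only and 29 nM porcine relaxin, and EC50s come from standard Hill equation fits.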
Glioma ERSR ind: inducers of ER stress response in human glioma cells | U87-MG GRP78 promoter luciferase reporter, 16 h | Potency, µM, for inactives: top-dose activation, actives largely listed as activators | actives 0.02% (n = 420,000); note: potency is the fitted concentration of half-maximal effect; series mostly up to about 76 µM; % of control where 0% means no effect; nearly all actives have a fitted effect of over 35% in size
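Stably transfected U87-MG human glioma cells carrying a GRP78-based luminescent sensor were seeded at 1000 cells/well, pin-dosed with compounds and incubated 16 h. Luciferase reagent was then added, and end-point luminescence was read after 10 min at room temperature.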
D1 agonist: agonists of human D1 dopamine receptor; AID 504660; HEK293 T-REx D1 cells, calcium flux, agonist mode; actives 1% (n = 360,000); activation, % at 2 µM; in the data active = activation above about 30%; note: 0% is about no effect
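Agonism was scored from calcium flux recorded over 180 s (1 read/s) after pintool compound addition, following a 10-cycle baseline. Cells were inducible force-coupled HEK293 TREx D1, plated overnight at 30 C and loaded with no-wash calcium dye.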
LDHA inh: LDHA (human) enzyme inhibition | P00338 | purified LDHA, NADH/diaphorase-resazurin fluorescence; hits give low values | activity change, % (values are at about 110 or 230 µM) | actives 0.15% (n = 480,000) | AID 1347041; in the data active = activity change below about -30%; inconclusive = mostly about -25% to -30%;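 note: plate controls were DMSO wells for no effect and wells without enzyme for full effect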
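Enzyme activity of human lactate dehydrogenase 5 (2 nM; 0.06 mM NADH, 0.2 mM pyruvate, 5 min, RT) is measured via a resazurin/diaphorase fluorescence readout of residual NADH.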
D2 PAM: D2 dopamine receptor (human) potentiation. P14416. actives 0.34% (n = 340,000). HEK293 T-REx D2, calcium flux, EC20 dopamine potentiation. AID 485347. potentiation, % at 10 µM;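 active = potentiation over 3 SD above the plate norm, cut at about 30% in these data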; note: 0% is about no effect
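Potentiation of an EC20 dopamine calcium response measured kinetically over 180 s, after a preceding 180 s compound-only read flagging agonists. Cells: inducible Hek293 Trex D2 line, 4000/well, cultured overnight at 30 C before dye loading.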
D1 PAM: enhances dopamine response at the human D1 receptor; HEK293 TREx D1 cells, calcium flux, dopamine EC20 potentiation; potentiation, % at 10 µM; actives 0.036% (n = 360,000); AID 504651; in the data active = potentiation above about 30%; note: 0% is about no effect
Numbers without * were called inactive; ? = inconclusive; · = not tested or not shown; & = joins results of further samples. Unless noted, calls come from the whole dose curve; as a rule, active = well fitted curve in the direction sought with a large enough effect; inconclusive = small, poorly fitted or top-dose-only effect, or another doubt; inactive = no such curve, though single readings can be large; an effect the other way counts as inactive or inconclusive. Not all compounds are listed, so the mix of outcomes need not match the whole.

molecule	Vif-APOBEC3F blk	D1 antag	Vif-APOBEC3G blk	RXFP1 agonist	Glioma ERSR ind	D1 agonist	LDHA inh	D2 PAM	D1 PAM
O=S(=O)(NCCN1CCCC1)c1ccc(Cl)cc1	-10%	-8	1%	-1.6%	-6%	5	1	-7	-10
CCSc1nc2ccccc2c(=O)n1Cc1ccc(F)cc1	?	-4	-12%	-0.4%	-6%	2	-6	2	4
COc1ccc(Cl)cc1C(=O)CSc1nnnn1C	0%	-2	1%	-0.1%	-4%	4	-5	0	-4
OCC1(O)OC[C@@H](O)[C@H]1O (some centres undefined)	-3%	-1	1%	-2.6%	-1%	5	-5	10	2
CCc1ccccc1NC(=O)C(=O)NCCc1sc(-c2cccc(F)c2)nc1C	-1%	-11	1%	1.9%	-2%	10	-6	8	0
Cn1c(SCC(=O)NCC2CCCO2)nc2c(c1=O)SCC2 (centres undefined)	-16%	0	-1%	6.7%	-4%	1	-2	15	-4
O=C(OC(C(=O)NCc1ccc2c(c1)OCO2)c1ccc(Cl)cc1)c1ccco1 (centres undefined)	3%	-2	-3%	-0.1%	0%	6	-6	-4	-1
CN(C)Cc1ccc(CNC(=O)COc2ccc3ccccc3c2)cc1	-8%	-6	-2%	-0.8%	3%	11	-6	-4	·
Cc1ccc(-c2nc(Nc3ccc(O)cc3)c3ccccc3n2)cc1	9%	-23	-18%	-1.7%	0%	0	8&-6	-26	-6
CCCn1nnc(NC(=O)c2ccccc2Br)n1	0%	2	0%	1.9%	-1%	0	-1	-1	3
CCCCNC(=O)c1c[nH]c2ccc(S(=O)(=O)Nc3ccc(OCC)cc3)cc2c1=O	2%	7	5%	11%	-11%	6	-7	6	-3
CCNc1cc(Nc2c(C)n(C)n(-c3ccccc3)c2=O)c([N+](=O)[O-])c2nonc12	-2%	17	2%	11%	4%	1	-8	2	-3
CN(Cc1cccs1)c1nc(-c2cccnc2)nc2ccccc12	0%	-23	-6%	3.3%	-5%	3	-8	-5	-6
CCOC(=O)/C(C#N)=C1/C=CN(C)C(C)=N1	-12%	2	0%	-1.3%	-1%	2	-1	7	3
O=C(Cn1ccc2ccccc2c1=O)NCCC(=O)Nc1cccnc1	5%	2	2%	2.5%	-1%	3	-4	9	-2
CCCCCOc1ccc(C(=O)NCCC(=O)NCCCC(=O)OCC)cc1	17%	-2	-1%	0.8%	-3%	2	-1	-4	-10
COC(=O)CSc1ccc2nnc(CCNS(=O)(=O)c3ccccc3)n2n1	5%&11%	-11&1	1%&-4%	8.3%&9.6%	1%&-3%	0&-1	-4&0	-3&4	-6&-2
CCc1nc(NCc2ccccn2)c2oc3ccccc3c2n1	3%	11	-4%	1.2%	-2%	1	-8	12	1
O=C(COC(=O)C1CC(=O)N(CCc2ccccc2)C1)c1ccc[nH]1 (centres undefined)	-2%	1	-1%	0.9%	-1%	5	-14	10	2
Cc1csc(N/N=C/c2ccccc2F)n1	19%	30	2%	-0.6%	4%	1	0	9	-5
COc1cc(C(=O)N/N=C/c2ccc(OC(=O)c3ccccc3)c(OC)c2)ccc1O	-9%	-23	?	-1.2%	0%	5	-5	-24	-1
O=C(C(=O)N1CCc2ccccc2C1)c1cn(CC(=O)N2CCCC2)c2ccccc12	20%	-7	4%	0.9%	-4%	0	0	0	-2
COc1ccc(S(=O)(=O)N(C)C[C@@H]2Oc3ccc(NS(=O)(=O)c4cn(C)cn4)cc3C(=O)N([C@@H](C)CO)C[C@@H]2C)cc1	3%	·	2%	·	-3%	·	1	·	·
Cc1nc(Cl)sc1C(=O)Nc1ccccc1	8%	-3	-5%	-1.1%	-1%	1	-4	-2	2
CCN(CC)CCCCNc1ncc2cc(-c3cc(OC)cc(OC)c3)c(NC(=O)NC(C)(C)C)nc2n1	-11%	-3	2%	8.7%	-3%&-7%	1	-12	-12	-4
O=C(N/N=C1\CCc2ccccc21)c1ccccc1Cl	7%	47	0%	1.9%	0%	-2	-4	1	-4
CCCC(C(=O)NC(C)(C)C)N(C(=O)c1snc(C(N)=O)c1N)c1ccc2c(c1)OCCO2 (centres undefined)	6%	-1	1%	2.0%	-8%	1	1	·	-4
Cc1ccc(C)c(NC(=S)N2CCN(S(=O)(=O)c3ccccc3)CC2)c1	-6%	9	-1%	0.9%	-3%	-1	-5	11	-5
O=C(CCCn1c(=O)c2ccccc2n(Cc2cccc(F)c2)c1=O)NCc1ccccc1Cl	-2%	-2	3%	?	-4%	7	-1	4	-1
COC(=O)COc1ccc(S(=O)(=O)N2CCN(c3ccccc3F)CC2)cc1	-2%	-19	3%	-1.4%	5%	7	-1	-7	-3

More compounds.
molecule	Vif-APOBEC3F blk	D1 antag	Vif-APOBEC3G blk	RXFP1 agonist	Glioma ERSR ind	D1 agonist	LDHA inh	D2 PAM	D1 PAM
COC(=O)CSc1cc(C(F)(F)F)nc(-c2ccccn2)n1	-9%	1	1%	1.7%	-2%	3	0	·	-1
O=C(NCc1ccco1)c1cccc(S(=O)(=O)N2CCc3ccccc32)c1	0%	-7	0%	2.5%	-3%	6	0	-1	1
CCCC(=O)NCCc1nc2ccccc2n1CCC	1%	6	-3%	1.1%	-4%	1	0	0	-4
Cn1c(=O)c2c(n3c4ccccc4nc13)NC(=O)CC2c1ccccc1F (centres undefined)	0%	-6	-7%	3.6%	-4%	6	-4	8	0
CN(C)c1ccc(S(=O)(=O)NCC(=O)NCCOc2ccccc2F)cc1[N+](=O)[O-]	-11%	11	0%	-0.4%	-5%	3	-14	-3	-6
O=C(CNc1ccc(Br)cc1)c1ccc(O)cc1	-25%	-15	-1%	-0.9%	-1%	3	4	-25	-4
COc1ccc(CCNC(=O)Cn2cccc2C(=O)c2ccccc2)c(OC)c1	-3%	-3	0%	0.0%	-4%	0	-3	15	-3
Cc1ccc(NC(=O)c2nnn(CC(=O)Nc3ccc(C)c(Cl)c3)c2N)c(C)c1	6%	-22	-1%	4.1%	-2%	5	-5	7	-4
COc1ccc(S(N)(=O)=O)cc1C(=O)OCCCOC(=O)c1cc(S(N)(=O)=O)ccc1OC	0%	2	1%	0.4%	-4%	3	-1	1	7
O=C1N(Cc2ccccc2)c2ccccc2C1(O)c1c[nH]c2ccccc12 (centres undefined)	-10%	-8	-1%	1.9%	-3%	0	-1	8	1
C[C@@H]1CN([C@H](C)CO)C(=O)c2cc(NC(=O)Cc3ccccc3)ccc2O[C@H]1CN(C)Cc1ccc(Oc2ccccc2)cc1	-3%	·	-9%	·	0%	·	1	·	·
CCOC(=O)CN1C(=O)S/C(=C/c2ccc(OCc3ccc(C(=O)O)cc3)cc2)C1=O	17%	7	-7%	-2.8%	-4%	0	-2	9	2
CCOCCc1nn2c(=O)cc(COC(=O)C3CCCCC3)nc2s1	-2%	8	-2%	4.0%	0%	1	-1	-11	3
CN(C)CC(CCC(CN(C)C)C(O)(c1ccccc1)c1ccccc1)C(O)(c1ccccc1)c1ccccc1 (centres undefined)	12%	-41*	0%	0.3%	-1%	27	-4	-3	-7
COc1ccc2cc(/C=C3\SC(=S)NC3=O)c(N3CCOCC3)nc2c1	-15%	-8	0%	4.1%	-1%	11	1	10	-4
O=C(CSc1nnc(NC(=O)c2ccc(F)cc2F)s1)NC1CC1	2%	3	-5%	-1.0%	-1%	2	-7	-17	6
Cc1ccc2nc(C(Cl)(Cl)Cl)nc(N/N=C/c3ccncc3)c2c1	1%	-6	1%	3.3%	-3%	3	0	-9	-3
Cc1ccc(Cl)cc1NC(=O)CSC(N)=O	4%	8	0%	0.8%	?	14	0	-8	11
COc1ccc(CNC(=O)CN(CC2CCCO2)C(=O)CNS(=O)(=O)c2ccccc2)cc1 (centres undefined)	-6%	-4	2%	-2.5%	-4%	0	-7	4	-3
CCc1ccc(-c2nc(CCl)cs2)cc1	-14%	2	2%	0.3%	-4%	3	-1	2	3
C[C@H](CO)N1C[C@H](C)[C@@H](CN(C)C(=O)c2cccc(F)c2)Oc2cc(-c3cncnc3)ccc2S1(=O)=O	1%	·	1%	·	-1%	·	-3	·	·
CC(C)(C)C(=O)CC1(O)C(=O)N(Cc2ccc(Cl)cc2)c2ccccc21 (centres undefined)	-2%	1	1%	1.1%	-2%	-1	0	4	-6
O=C(NCc1ccccn1)C1CCN(S(=O)(=O)c2cnc[nH]2)CC1	3%	-11	0%	1.2%	-6%	5	-7	·	-1
COc1ccc(Cc2nc3c4c(ncn3n2)Oc2ccc3ccccc3c2C4c2ccc(OC)c(OC)c2)cc1 (centres undefined)	-5%	5	-27%	0.7%	-6%	3	-2	4	-4
O=C(CCc1ccccc1)NNC(=O)CCc1ccccc1	-20%	-1	1%	1.6%	-2%	2	-2	-2	-2
Nc1c(/C=C2/C=CC(=O)C(O)=C2)c(=O)nc2sc(CC(=O)N3CCOCC3)nn12	-3%	·	2%	·	-5%	·	1	·	·
CC1CN(S(=O)(=O)c2cccc(C(=O)OCc3cc(=O)oc4cc(O)ccc34)c2)CC(C)O1 (centres undefined)	·	-8	0%	-0.2%	-3%	1	-2	4	-7
Cc1ccc(CCNC(=O)c2cc3sccc3n2Cc2ccc(Cl)cc2)cc1	-1%	-1	-2%	9.9%	-4%	5	2	-2	-3
CC(NC(=S)Nc1ccc(Cl)cc1)C(c1ccccc1)N1CCOCC1 (centres undefined)	-16%	7	-3%	-1.8%	-3%	0	-1	-6	-3
